Screening data deposited in PubChem by Southern Research Specialized Biocontainment Screening Center.
M. tuberculosis – growth inhibition of non-replicating M. tuberculosis (AID 488890) | Mycobacterium tuberculosis non-replicating, growth inhibition; higher % means a stronger effect | inhibition, % at 25 µM, or IC50 in µM where a hit was titrated | 320,000 compounds, 0.39% hits; in the data active means a potency from the dose series; inconclusive means inhibition mostly from about 82% at the one dose, without a potency; inactive means the rest, 99 in 100 with inhibition below about 76%;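 further: plate controls were DMSO cells for no effect and high antibiotic wells for full effect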
VEEV TC-83 Vero – inhibitors of VEEV TC-83 cytopathic effect, confirmation, Vero cells (AID 588727). Vero cells, VEEV TC-83 cytopathic effect inhibition; higher % means a stronger effect. inhibition, % at 20 µM, or IC50 in µM where a hit was titrated. 350,000 compounds, 0.13% hits; in the data active means a potency from the dose series; inconclusive means inhibition mostly from about 14% at the one dose, without a potency; inactive means the rest, 99 in 100 with inhibition below about 12%; further: strong numbers were not always called active
PhoP GFP inhibition – PhoP regulon inhibitors, Salmonella typhi PhoP promoter GFP reporter, confirmatory (AID 1850); Salmonella Typhi PhoP-promoter GFP reporter, fluorescence, 4 h; higher % means a stronger effect; 310,000 compounds, 0.33% hits; inhibition, % at 50 µM, or IC50 in µM where a hit was titrated; in the data active means a potency from the dose series; inconclusive means inhibition mostly from about 25% at the one dose, without a potency; inactive means the rest, 99 in 100 with inhibition below about 19%;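 further: 0% = induced wells with vehicle and 100% = uninduced wells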
H37Rv inhibition – M. tuberculosis growth inhibition, HTS (AID 449762) | M. tuberculosis H37Rv growth inhibition, 7H9 media; higher % means a stronger effect | inhibition, % at 25 µM; hits with a dose series show IC50 in µM | 330,000 compounds, 0.59% hits; in the data active means a potency from the dose series; inconclusive means inhibition above about 70% without an active follow-up result;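 further: bacterial growth assessed after seven days of incubation; strong numbers were not always called active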
influenza NS1A – H1N1 influenza NS1A inhibitors, functional cell based assay (AID 504329); NS1A functional cell-based assay, percent inhibition; higher % means a stronger effect; one-dose inhibition, % at 12.5 µM; IC50 in µM for titrated hits; 340,000 compounds, 0.3% hits; in the data active means a potency from the dose series; inconclusive means inhibition above about 27% without an active follow-up result; further: strong numbers were not always called active
VEEV TC-83 Vero 10K pilot screen – second read-out of VEEV TC-83 Vero, no call of its own (marks repeat the call); inhibition, %; measured here: 10K pilot screen inhibition
Starred values were filed as active, the others as inactive; i = inactive; ? = inconclusive; . = not tested or not shown.

SMILES	M. tuberculosis	VEEV TC-83 Vero	PhoP GFP inhibition	H37Rv inhibition	influenza NS1A	others
OC1CC(c2ccco2)NC2(CCCCC2)C1 (stereo unspecified)	4%	2.5%	5%	6%	17%
CCN(c1ccccc1)S(=O)(=O)c1cccc(C(=O)N(C)CC(=O)Nc2ccc(F)c(F)c2F)c1	.	i	.	.	0%
N#Cc1ccsc1NC(=O)CN1CCN(S(=O)(=O)c2ccc3ccccc3c2)CC1	14%	i	-9%	8%	3%
Cc1ccc(OCCn2cc(/C=C3\C(=O)NN(c4ccccc4)C3=O)c3ccccc32)cc1	10%	7.2%	1%	39%	-1%
CC(C)CC1Nc2ncnc(N3CCOCC3)c2N(Cc2ccc(Cl)cc2)C1=O (stereo unspecified)	38%	i	.	2%	2%
CCOc1ccc(N2CC(C(=O)Nc3nnc(Cc4ccccc4)s3)CC2=O)cc1 (stereo unspecified)	18%	4.8%	-15%	4%	-5%
O=C(CN1CCN(c2ccc(F)cc2)CC1)Nc1cccc(C(F)(F)F)c1	20%	6.4%	1%	-3%	7%
Cc1cccn2c(=O)c(C=NCc3ccco3)c(Nc3ccc(SC(F)F)cc3)nc12	-5%	2.8%	0%	-3%	23%
O=S(=O)(c1ccc(Cl)cc1)N1CCN=C1SCc1cccnc1	2%	i	-5%	5%	-2%
COc1ccc2oc3cc(C)[n+]([O-])c(-c4ccc(Cl)cc4)c3c2c1	4%	i	-11%	3%	7%

Filtered by structure: the entries above containing fluorine
SMILES	M. tuberculosis	VEEV TC-83 Vero	PhoP GFP inhibition	H37Rv inhibition	influenza NS1A	others
CCN(c1ccccc1)S(=O)(=O)c1cccc(C(=O)N(C)CC(=O)Nc2ccc(F)c(F)c2F)c1	.	i	.	.	0%
O=C(CN1CCN(c2ccc(F)cc2)CC1)Nc1cccc(C(F)(F)F)c1	20%	6.4%	1%	-3%	7%
Cc1cccn2c(=O)c(C=NCc3ccco3)c(Nc3ccc(SC(F)F)cc3)nc12	-5%	2.8%	0%	-3%	23%

(further entries)
SMILES	M. tuberculosis	VEEV TC-83 Vero	PhoP GFP inhibition	H37Rv inhibition	influenza NS1A	others
Cc1nn(C)c(C)c1S(=O)(=O)N(CC(=O)Nc1nccs1)c1ccc(C(C)C)cc1	.	0.1%	.	-1%	4%
CCOc1cc2[nH]c(=O)n(CC3CCC(C(=O)NCCCOC)CC3)c(=O)c2cc1OCC (stereo unspecified)	18%	9.5%	-5%	-2%	7%
O=C(c1cnccn1)N(c1ccccc1)C1(C(=O)NC2CCCC2)CCCCC1	1%	i	-5%	-1%	-7%
COc1cccc(CNC(=O)Cc2ccc(Br)cc2)c1	9%	1.1%	-4%	14%	-4%
COCCNC(=O)c1cccc(OC2CCN(Cc3ccccc3C)CC2)c1	15%	i	24%	-3%	4%
Cc1cccc(Cn2c(=O)c3c(nc4n3CCN4Cc3ccco3)n(C)c2=O)c1	27%	4.1%	-9%	5%	5%	VEEV TC-83 Vero 10K pilot screen=4.3
CCN(CC(=O)Nc1ccc2c(c1)OCCO2)C(=O)/C=C/c1ccc(F)cc1	20%	1.6%	-1%	-2%	-3%
COCCNC(=O)c1ccc(N2CCC3(CC2)OCCO3)c([N+](=O)[O-])c1	-10%	0.3%	-6%	-4%	0%
CCc1nc(SCCO)c2oc3ccccc3c2n1	19%	1.4%	-4%	5%	-3%
Cc1c(C(=O)N2CCN(c3ccc(F)cc3)CC2)sc2nc(-c3ccccc3)cn12	1%	i	2%	-15%	-7%
Cc1cc(C)cc(NC(=O)c2ccccc2NC(=O)CCC(=O)O)c1	-5%	0.5%	-4%	7%	-2%
Cc1ccc(S(=O)(=O)c2nc(-c3cccs3)oc2NCc2cccnc2)cc1	21%	7.7%	10%	2%	25%
O=C(Cn1nnc(-c2cccc(C(F)(F)F)c2)n1)NNS(=O)(=O)c1cccc(C(F)(F)F)c1	22%	?	-2%	-5%	1%
COCCn1c(SCC(=O)Nc2cccc(OC)c2)nnc1-c1ccc(Cl)cc1	28%	0.3%	-4%	-1%	-14%
CCOc1ccc(Cl)cc1/C=C1/C(=O)ON=C1C	-7%	1.5%	8%	5%	-4%
C=CCn1c(SCC(=O)NC2CCCC2)nc2sc(C)cc2c1=O	13%	2.7%	-2%	2%	12%
Cn1nnnc1SC1CC(=O)N(c2ccccc2)C1=O (stereo unspecified)	8%	i	8%	-5%	-5%
CCOC(=O)CCSc1nc(C)c2cc(OC)ccc2n1	66%	1.3%	3%	1%	9%
O=C(NC(=O)c1cc([N+](=O)[O-])ccc1Cl)C1=C(N2CCCC2)COC1=O	1%	0.4%	.	-3%	10%
CCn1c(SCC(=O)NC2(C#N)CCCCC2)nc2ccccc2c1=O	4%	6.5%	-2%	-4%	-17%
COc1cccc(NC(=O)COC(=O)c2c3c(nc4ccccc24)CCC(C)C3)c1 (stereo unspecified)	27%	1.2%	-5%	?	1%
Cc1cc2c(cc1S(=O)(=O)CCC(=O)NC1CCCCC1C)OCC(=O)N2 (stereo unspecified)	-2%	i	9%	-4%	7%	VEEV TC-83 Vero 10K pilot screen=0.0
Cc1nc(Nc2ccc(Cl)c(Cl)c2)sc1C(=O)Nc1ccccc1	75%	i	-2%	19µM*	-3%
CCCN1Cc2cccc(C(=O)N3CCN(c4ccccc4)CC3)c2C1=O	-14%	0.7%	-5%	1%	8%
CCC(=O)Nc1ccc(C(=O)NNC(=O)c2cc([N+](=O)[O-])cc([N+](=O)[O-])c2)cc1	i	1.6%	1%	?	0%	VEEV TC-83 Vero 10K pilot screen=0.5
CC(=O)c1cccc(NC(=O)c2ccc3c(c2)CCCC3)c1	14%	2.5%	-9%	17%	-4%
COc1ccc(Cl)cc1NC(=O)C1CCN(S(C)(=O)=O)CC1	5%	0.4%	8%	-4%	-2%
O=C(OCc1c(Cl)cccc1Cl)c1ccncc1	76%	0.9%	3%	-5%	2%
C/C(CC(=O)NCc1ccco1)=N\NC(=O)Cc1cccc2ccccc12	-4%	1.1%	-12%	1%	-19%
CC(=O)N(c1c(C)n(C)n(-c2ccccc2)c1=O)C1(C(=O)NC2CCCCC2)CCCCC1	-16%	0.0%	-1%	5%	1%
Cc1ccccc1S(=O)(=O)Cc1ccc(C(=O)NCCCN2CCN(C)CC2)o1	0%	1.3%	-3%	3%	-2%
O=C(O)c1ccc2c(c1)S(=O)(=O)c1cc(Cl)ccc1C2=O	47%	i	.	44%	-4%
COC(=O)C(C)N(C(=O)c1ccc(C(=O)c2ccccc2)cc1)c1c(C)cccc1C (stereo unspecified)	17%	i	-5%	-2%	-2%
CC(C)C(C(=O)NCc1ccco1)N(Cc1ccco1)C(=O)CNS(=O)(=O)c1ccc(F)cc1 (stereo unspecified)	9%	i	-2%	-5%	-9%
CN(Cc1cc(Cl)cc(Cl)c1)CC(C(=O)c1ccccc1)c1ccccc1 (stereo unspecified)	.	0.8%	.	.	1%
CCOC(=O)c1cc(-c2ccccc2)sc1NC(=O)CN1C(=O)NC(CC)(c2ccc(F)cc2)C1=O (stereo unspecified)	27%	i	-2%	9%	-1%
CC(=O)/C(=N\Nc1ccccc1)Sc1nnc(-c2ccccc2)n1-c1ccccc1	0%	1.7%	-5%	1%	-2%
CC(C)=NNC(=O)c1c(O)c2ccccc2[nH]c1=O	62%	2.1%	-2%	?	-27%
CCn1cc([N+](=O)[O-])c(C(=O)Nc2nc(-c3ccc(C)cc3)c(C)s2)n1	7%	i	-4%	4%	20%
O=C(NNS(=O)(=O)c1ccccc1Cl)c1nn(-c2ccc(F)cc2)ccc1=O	7%	2.4%	11%	5%	4%
CC[C@@]1(O)C(=O)OCc2c1cc1n(c2=O)Cc2cc3c(N)cccc3nc2-1	-8%	4.9%	-11%	-5%	-4%	VEEV TC-83 Vero 10K pilot screen=2.3
Nc1nc(Cl)nc2ncn(Cc3ccccc3)c12	9%	0.9%	11%	-4%	-2%
Cc1csc(NC(=O)c2cccc(C)c2C)n1	5%	10%	1%	-3%	10%
Cc1cc(N2C(=O)C(O)=C(C(=O)c3cc4ccccc4o3)C2c2ccc(OC(C)C)cc2)no1 (stereo unspecified)	38%	i	6%	1%	-1%
O=C(O)C1CCCCC1C(=O)NCCCc1ccccc1 (stereo unspecified)	-15%	6.3%	3%	4%	-7%
CCN(C(=O)CSc1cc(C)c2ccccc2n1)C1CCS(=O)(=O)C1 (stereo unspecified)	-2%	3.8%	-1%	-10%	-4%
Cc1cc(C)c(NC(=O)COC(=O)CSc2ccc(Br)cc2C)c(C)c1	8%	0.2%	7%	0%	-6%
Cc1nnn(C23CC4CC(CC(C4)C2)C3)n1	7%	0.2%	-3%	-3%	-4%
CCOc1ccccc1C(C(=O)NC1CCCC1)N(C(=O)c1csnn1)C1CC1 (stereo unspecified)	-3%	1.0%	-1%	-2%	-8%
COc1ccc(C(=Cc2cc(OC)c(OC)cc2[N+](=O)[O-])C(=O)O)cc1	.	4.4%	.	.	-26%

(list continues)
SMILES	M. tuberculosis	VEEV TC-83 Vero	PhoP GFP inhibition	H37Rv inhibition	influenza NS1A	others
Cc1oc2cc3oc(=O)c(CCC(=O)NCCCN4CCCC4=O)c(C)c3cc2c1C	18%	i	2%	-4%	-6%
O=C(NC1CCCC1)c1ccc(Cn2c(=O)[nH]c3ccsc3c2=O)cc1	7%	0.6%	-4%	0%	15%
O=c1[nH]c2cccnc2n1-c1cccc([N+](=O)[O-])c1	-11%	.	9%	2%	.
Cc1nc2ccccc2nc(C)c1=NOCc1ccc(Cl)cc1Cl	23%	i	2%	3%	-9%
CCCNC(=O)COC(=O)/C=C/c1cccc(F)c1	29%	2.7%	-3%	35%	3%
O=Cc1c(NCc2ccccc2)c2ccccc2[nH]c1=O	-2%	0.1%	-3%	-1%	-2%
CC(Oc1ccccc1Br)C(=O)N1CCc2ccccc21 (stereo unspecified)	15%	4.0%	-4%	-1%	-20%
CC(C)CCN(C(=O)c1csnn1)C(C(=O)NC1CCCC1)c1ccccc1 (stereo unspecified)	20%	0.5%	-2%	5%	-8%
CCN(CC)c1ccc(C(=O)NNC(=O)CNC(=O)c2ccco2)cc1	.	1.4%	.	.	-6%
COC(=O)c1ccc(C)c(NC(=O)CCc2cc(OC)c(OC)c(OC)c2)c1	9%	1.5%	9%	-3%	-1%

Among those listed so far, four contain a COOH group:
SMILES	M. tuberculosis	VEEV TC-83 Vero	PhoP GFP inhibition	H37Rv inhibition	influenza NS1A	others
Cc1cc(C)cc(NC(=O)c2ccccc2NC(=O)CCC(=O)O)c1	-5%	0.5%	-4%	7%	-2%
O=C(O)c1ccc2c(c1)S(=O)(=O)c1cc(Cl)ccc1C2=O	47%	i	.	44%	-4%
O=C(O)C1CCCCC1C(=O)NCCCc1ccccc1 (stereo unspecified)	-15%	6.3%	3%	4%	-7%
COc1ccc(C(=Cc2cc(OC)c(OC)cc2[N+](=O)[O-])C(=O)O)cc1	.	4.4%	.	.	-26%

The list goes on.
SMILES	M. tuberculosis	VEEV TC-83 Vero	PhoP GFP inhibition	H37Rv inhibition	influenza NS1A	others
O=c1[nH]cnc2sc(-c3ccccc3)cc12	29%	0.1%	-9%	65%	0%
CCOc1ccc(N=CNc2ccc(OCC)cc2)cc1	73%	1.5%	6%	96%	-10%
COC(=O)C(C)N1C(=O)S/C(=C/c2cc(C)n(-c3ccccn3)c2C)C1=O (stereo unspecified)	33%	3.0%	10%	49%	0%
COc1ccc(COC(=O)C2CCN(S(=O)(=O)c3cccs3)CC2)cc1	14%	7.0%	4%	32%	-11%
O=C(COC(=O)CNC(=O)c1sc2ccccc2c1Cl)Nc1cc(Cl)cc(Cl)c1	4%	0.4%	-9%	8%	6%
C[C@@H]1CCC[C@]2(O[C@H](CCO)C[C@H](O)[C@H]2O)O1	-17%	i	3%	-7%	12%
COc1ccc(C)cc1Nc1n[n+](-c2ccccc2)c(-c2ccc(C(=O)O)cc2)s1	25%	i	21%	0%	0%	VEEV TC-83 Vero 10K pilot screen=1.3
COCCNC(=O)CS(=O)Cc1nc(-c2ccc(Cl)cc2)oc1C (stereo unspecified)	-3%	i	-3%	-9%	-5%
Cc1ccc(-n2c(C)cc(C(=O)COC(=O)c3ccc[nH]c3=O)c2C)cc1C	16%	0.2%	-10%	-10%	-5%
O=S(=O)(c1ccccc1)n1ccc2ccccc21	7%	3.1%	0%	2%	-7%
COc1ccc(C2C(C#N)=C(N)OC3=C2C(=O)CC(C)(C)C3)cc1Cn1cc([N+](=O)[O-])cn1 (stereo unspecified)	56%	i	10%	-2%	-8%
O=C1NN=C(c2ccc(Br)cc2)CC1c1ccc(Cl)cc1 (stereo unspecified)	-2%	5.5%	-1%	42%	-3%
CCCc1cc(=O)oc2cc(OC(C)C(=O)NCC3CCC(C(=O)O)CC3)c(Cl)cc12 (stereo unspecified)	13%	0.8%	6%	-7%	-3%
